# SW480 rerep = induces DNA re-replication in SW480 colon adenocarcinoma cells; SW480 DNA re-replication, Hoechst DNA content imaging, 48 h; Potency, µM (highest dose often 46.1 µM), for inactives: at the top dose re-replication activation, most hits filed as activators; 1.8% of 340,000 active; note: potency is the fitted concentration of half-maximal effect; % of control where 0% means no effect; nearly all actives have a fitted effect of over 55% in size
#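 Image-based DNA-content assay: after two days of treatment, nuclei were labelled with the DNA dye Hoechst and imaged, and hits were compounds raising the count of nuclei showing high fluorescence intensity.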
# HT1080 IDH1KD tx = toxicity to HT-1080 IDH1 knockdown cells (counter line); HT-1080 IDH1 knockdown viability, ATP luminescence, 48 h; Potency, µM (doses to about 46.1 µM), for the others: at the top dose activity, negative = toxicity, most hits filed as cytotoxic; 2% of 360,000 active;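 note: potency is the fitted concentration of half-maximal effect; 0% = DMSO wells and -100% = cell-free medium wells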
#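 Using the IDH1-knockdown HT-1080 line run in the same batch and compound series as the NT line, viability after 48 h at 37 °C was determined by CellTiter-Glo luminescence and expressed as % activity.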
# IL1B secr inh = blocks inflammasome-driven IL-1 beta release. THP-1 LPS/ATP IL-1B secretion, AlphaLISA, 16 h; stronger effect = lower value. activity change, % at 57.5 µM. 4.7% of 360,000 active. AID 743279; in the data active = activity change below about -50%; inconclusive = mostly about -30% to -49%; note: % is set by controls: 0 for no effect and ±100 for the full control effect
#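 Secreted IL-1B measured by AlphaLISA bead assay after 16 h compound exposure of THP-1 cells; compounds (final up to 57.5 uM) added 1 h before LPS (250 ng/mL) and ATP (1.25 mM) stimulation; lower signal means less secretion.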
# DRD3 antagonist = D3 dopamine receptor (human) antagonism; D3R cells, DiscoveRx beta-arrestin luminescence, antagonist mode; stronger effect = lower value; max response, negative = inhibition, %; 2.5% of 360,000 active; AID 652054; in the data active = max response below about -50%; inconclusive = no clear call, values can overlap the other calls; note: % is set by controls: 0 for no effect and ±100 for the full control effect; mostly tested at two doses, the higher about 12 µM
# Target sequence (P35462 whole entry, looked up): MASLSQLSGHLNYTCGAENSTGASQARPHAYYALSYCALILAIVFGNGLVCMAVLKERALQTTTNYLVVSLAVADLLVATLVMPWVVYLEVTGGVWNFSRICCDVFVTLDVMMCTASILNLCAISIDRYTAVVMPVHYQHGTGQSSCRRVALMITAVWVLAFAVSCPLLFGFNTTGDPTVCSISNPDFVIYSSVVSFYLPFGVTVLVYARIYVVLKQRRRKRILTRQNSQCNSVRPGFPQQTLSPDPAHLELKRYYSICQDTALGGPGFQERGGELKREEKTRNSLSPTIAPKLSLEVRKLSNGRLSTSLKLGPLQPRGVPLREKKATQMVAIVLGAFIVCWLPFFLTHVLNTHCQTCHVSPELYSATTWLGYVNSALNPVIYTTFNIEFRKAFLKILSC
#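 Cells expressing the human receptor were seeded at 1500 cells/well, incubated overnight at 37 degrees C in 5% CO2, then exposed to library compounds with dopamine controls for 90 minutes at 37 degrees C before luminescent detection.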
# HT1080NT lethal = kills 2HG-producing HT-1080-NT fibrosarcoma cells; AID 686970; 1.6% of 360,000 active; Potency, µM (titrated, usually from 46.1 µM), for inactives: at the highest dose activity, negative = less viability, most hits filed as cytotoxic; HT-1080-NT fibrosarcoma viability, CellTiter-Glo ATP luminescence, 48 h;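 note: NT is the 2HG producing partner of a matched IDH1 knockdown line; potency is the fitted concentration of half-maximal effect; 0% = DMSO-treated cells and -100% = media-only wells without cells; nearly all actives have a fitted effect of over 55% in size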
#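 A 48-hour cytotoxicity screen used HT-1080-NT cells plated 2 hours before compound delivery. ATP-based CellTiter-Glo luminescence measured viability, normalized to DMSO and no-cell controls.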
# D3 ag = D3 dopamine receptor (human) agonism. P35462. D3R DiscoveRx beta-arrestin cells, luminescence, 90 min. max activation, %. 0.58% of 410,000 active. AID 652048; in the data active = max activation above about 30%; note: 0% is about no effect; mostly tested at two doses, the higher about 12 µM
#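 Agonist-mode cell screen: cells plated at 1500/well and incubated overnight at 37 °C, then exposed to library compounds for 90 min at 37 °C. Detection reagent was added for 30–60 min at room temperature, and luminescence was read.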
# GLP1R ag = agonists of human GLP-1 receptor | P43220 | AID 624172 | 0.007% of 380,000 active | Potency, µM (series often up to 45.6 µM), for inactives: at the highest dose activation, most hits filed as activators | HEK293 GLP-1R CRE-luciferase, luminescence, 4-6 h; cells express a hypersensitive GLP-1R form; note: potency is the fitted concentration of half-maximal effect; % of control where 0% means no effect
# Target sequence (P43220 whole entry, looked up): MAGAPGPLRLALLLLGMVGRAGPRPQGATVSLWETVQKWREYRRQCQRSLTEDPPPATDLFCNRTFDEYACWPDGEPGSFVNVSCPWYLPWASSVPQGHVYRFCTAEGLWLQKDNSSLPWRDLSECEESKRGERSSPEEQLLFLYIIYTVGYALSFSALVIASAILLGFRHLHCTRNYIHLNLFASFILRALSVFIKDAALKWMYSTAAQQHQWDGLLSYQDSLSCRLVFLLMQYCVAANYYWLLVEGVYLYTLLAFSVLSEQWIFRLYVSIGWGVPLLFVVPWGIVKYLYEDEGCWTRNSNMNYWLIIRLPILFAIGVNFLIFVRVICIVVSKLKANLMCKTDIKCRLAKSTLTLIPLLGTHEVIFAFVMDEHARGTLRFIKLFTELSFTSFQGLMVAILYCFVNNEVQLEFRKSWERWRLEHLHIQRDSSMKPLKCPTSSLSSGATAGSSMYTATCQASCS
# KB-3-1 tox = KB-3-1 parental cell cytotoxicity | KB-3-1 viability, CellTiter-Glo ATP luminescence, 72 h | Potency, µM (doses to about 46.1 µM), for the others: at the top dose activity change, negative = cytotoxic, most hits filed as cytotoxic | 1.4% of 400,000 active; note: potency is the fitted concentration of half-maximal effect; % is set by controls: 0 for no effect and ±100 for the full control effect; nearly all actives have a fitted effect of over 60% in size
#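 72 h, 37 °C compound treatment of KB-3-1 parental cells; CellTiter-Glo added, 10 min, luminescence read. Data corrected against DMSO-only plates and normalized before curve fitting.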
# KB-V1 cytotox = kills drug-selected multidrug resistant KB-V1 cells; Potency, µM (top dose mostly 46.1 µM), inactives show top-dose activity change, negative = cytotoxicity, actives largely listed as cytotoxic; AID 1347076; 3.4% of 400,000 active; KB-V1 MDR cells viability, CellTiter-Glo, 72 h; note: potency is the fitted concentration of half-maximal effect; % is set by controls: 0 for no effect and ±100 for the full control effect; nearly all actives have a fitted effect of over 60% in size
#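 Readout: CellTiter-Glo luminescence, 10 min after addition. Cells: KB-V1 MDR subline, 72 h at 37 degrees C with compound. Analysis: corrected, normalized data fitted to concentration-effect curves.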
# Starred values were filed as active, the others as inactive; ? = inconclusive; . = no result given; [ ] = dose if it differs, or a comment. Unless noted, calls come from the whole dose curve; as a rule, active = well fitted curve in the direction sought with a large enough effect; inconclusive = small, poorly fitted or top-dose-only effect, or another doubt; inactive = no such curve, though single readings can be large; an effect the other way counts as inactive or inconclusive.
SMILES,SW480 rerep,HT1080 IDH1KD tx,IL1B secr inh,DRD3 antagonist,HT1080NT lethal,D3 ag,GLP1R ag,KB-3-1 tox,KB-V1 cytotox
CC(C)(C)CNC(=O)c1cc2c(Br)ccc(Br)c2nc1N,.,-10%,0,-4,-18%,-11,-1%,9%,-3%
CC(=O)c1cccc(NC(=O)C2CCN(S(=O)(=O)c3ccc4c(c3)oc(=O)n4C)CC2)c1,.,.,.,.,.,-5,1%,-1%,?
O=C1CC(c2cccs2)c2ccc3ccccc3c2N1 (stereo not given),?,?,52,0,?,-4,22%,-9%,-3%
Cc1c(N)cccc1N,-6%,9%,-28,-4,17%,-21,0%,0%,11%
O=C(O)c1ccoc1CN1CCCCC1,-21%,10%,-1,18,15%,-1,-8%,17%,1%
Cc1cc(S(=O)(=O)Nc2ccc(C(=O)NCc3cccnc3)cc2)ccc1F,-1%,-4%,0,-23,-1%,-11,-5%,9%,0%
COc1ccc(C2(c3ccc(O)cc3O)CC(c3ccccc3Cl)NC(=S)N2)cc1 (stereo not given),-88%[inhibitor],?,-90*,-17,?,0,14%,-1%,3%
Cc1cc(C)cc(N2CCCn3c2nc2c3c(=O)n(CC(=O)OCc3ccccc3)c(=O)n2C)c1,12%,13%,-5,4,9%,20,-3%,?,-17%
Cc1ccccc1NC(=O)CSc1nnc(NC(=O)C2CC2)s1,-17%,-6%,28,9,-9%,-3,6%,0%,-1%
S=c1[nH]nc(Cc2ccc(Cl)cc2)o1,18%,19%,-3,-15,24%,-3,-1%,8%,-5%
CC1CCN(c2ccc(C(=O)O)cc2)CC1,12%,-2%,0,17,-6%,2,-3%,-1%,18%
Cc1ccc(Cl)cc1N1CCN(C(=O)c2ccc(CS(=O)Cc3ccc(Cl)cc3)o2)CC1 (stereo not given),0%,?,?,14,-17%,4,-5%,-16%,-7%
CSc1ccc(-c2nnn(CC(=O)NCc3ccccc3)n2)cc1,?,-22%,12,-9,-22%,7,0%,?,?
Cc1ccc(OCCCC(=O)Nc2cc(Cl)ccc2-n2cncn2)cc1,0%,0%,8,2,0%,0,1%,-11%,-4%
Cc1cc(C)c(OCC(=O)OCC(=O)N2CCc3ccccc3C2)c(C)c1,-70%[inhibitor],5%,26,9,6%,9,9%,17%,22%
Cc1ccc(-n2c(=O)c3c4c(sc3n(CC(=O)C(C)(C)C)c2=O)CCCCC4)cc1C,.,.,.,.,.,-1,-1%,0%,-10%
Nc1[nH]c(=O)nc(Nc2ccccc2)c1N=O,-1%,-1%,27,-3,0%,-1,-2%,1%,7%
COCOCCn1cc(CN2CCS(=O)(=O)N(Cc3ccc(-c4ccc(OC)c(OC)c4)cc3)C(C)C2=O)nn1 (stereo not given),.,1%,-22,-4,10%,-3,5%,-3%,4%
C#CCSc1nnnn1-c1ccc(OCC)cc1,-4%,-14%,-2,-13,-6%,-4,0%,2%,-16%
COc1ccc(S(=O)(=O)N(C)CC(=O)NCCc2ccccc2)cc1OC,-13%,-3%,0,-1,7%,5,2%,7%,22%
CCN(C(=O)COC(=O)CNS(=O)(=O)c1ccc2ccccc2c1)C1CCCCC1,?,9%,20,-24,13%,-6,8%,3%,0%
COc1ccc(NS(=O)(=O)c2cccc(C(=O)N3CCCCCC3)c2)cc1,-10%,-2%,-2,-5,-1%,-6,0%,-13%,?
CC(Cl)C(=O)c1c(N)n(C)c(=O)n(C)c1=O (stereo not given),-12%,-5%,-10,18,-3%,3,2%,1%,0%
COc1ccccc1S(=O)(=O)N1CCN(S(=O)(=O)c2ccccc2C#N)CC1,0%,-4%,-12,21,9%,10,5%,-3%,-9%
COc1ccccc1CNCc1cc(OC)c(OC)cc1OC,-3%,-7%,-8,-3,6%,-10,-9%,1%,0%

# Three entries picked at random from those above:
SMILES,SW480 rerep,HT1080 IDH1KD tx,IL1B secr inh,DRD3 antagonist,HT1080NT lethal,D3 ag,GLP1R ag,KB-3-1 tox,KB-V1 cytotox
CSc1ccc(-c2nnn(CC(=O)NCc3ccccc3)n2)cc1,?,-22%,12,-9,-22%,7,0%,?,?
CCN(C(=O)COC(=O)CNS(=O)(=O)c1ccc2ccccc2c1)C1CCCCC1,?,9%,20,-24,13%,-6,8%,3%,0%
CC(=O)c1cccc(NC(=O)C2CCN(S(=O)(=O)c3ccc4c(c3)oc(=O)n4C)CC2)c1,.,.,.,.,.,-5,1%,-1%,?

# Following part:
SMILES,SW480 rerep,HT1080 IDH1KD tx,IL1B secr inh,DRD3 antagonist,HT1080NT lethal,D3 ag,GLP1R ag,KB-3-1 tox,KB-V1 cytotox
CC(C)(C)c1cc(CCC(=O)NCc2cccnc2)cc(C(C)(C)C)c1O,-6%,2%,-3,-1,2%,-1,10%,0%,-19%
COc1cccc(NS(=O)(=O)NC(=O)c2cn(C)c3ccccc23)c1,-20%,-29%,26,8,?,0,7%,-24%,20%
COc1ccc(S(=O)(=O)N(C)C)cc1NC(=O)CCCSc1ccccc1,0%,1%,-1,-11,-9%,-12,5%,0%,-19%
Cc1c(C(C)C)c(=O)n(-c2ccc(S(=O)(=O)N3CCOCC3)cc2)n1C,-3%,-10%,27,8,-3%,3,5%,-8%,-22%
COc1cccc(CN2CCC(n3nccc3NC(=O)CCCc3ccccc3)CC2)c1,-2%,-17%,-8,-22,?,-13,15%,-1%,-23%
COc1ccc(C2C(C(=O)c3ccco3)=C(O)C(=O)N2CC2CCCO2)c(OC)c1 (stereo not given),-4%,0%,1,?,6%,-6,0%,-9%,3%
CN(C)S(=O)(=O)c1cccc(N=C2SCCN2Cc2ccccc2)c1,?,-14%,-9,-14,-19%,2,19%,-18%,0%
CCOc1ccc(NC(=O)CN(C)C(=O)c2ccc(COc3ccccc3)cc2)cc1OCC,1%,-7%,12,-25,-5%,-6,0%,-22%,9.2µM*
Cn1c(=O)[nH]c(=O)c2c1nc(N1CCCCC1)n2C/C=N/Nc1ccc(C(=O)O)cc1,-12%,-4%,2,6,-22%,5,-3%,7%,3%
COc1cc(-c2nnc(SCC(=O)Nc3cc(C)on3)n2C)cc(OC)c1O,-1%,-2%,6,46,8%,-1,-9%,-2%,1%
O=C(NCCCCc1ccccc1)c1cccc(NC(=O)C2CC2)c1,3%,-1%,-14,4,-1%,5,12%,0%,-7%
O=S(=O)(c1ccc2ccccc2c1)N1CCc2ccccc21,1%,-10%,12,-3,-15%,0,-5%,-2%,-22%
COc1ccc(-c2nnc(SCC(=O)Nc3ccc(C)cc3)n2C)cc1,2%,0%[9.24 µM],3,-6,-4%,-7,-1%,5%,-5%
COc1ccc(CNC(=O)C2CCC(CNS(=O)(=O)c3cccc4cccnc34)CC2)cc1 (stereo not given),2%,-2%,-6,4,-1%,4,1%,-3%,6%
Cc1ccc(C(=O)COC(=O)CNC(=O)c2ccc(N3C(=O)c4ccccc4C3=O)cc2)cc1C,-2%,-8%,0,0,-14%,-1,4%,21%,2%
COc1cccc(C(=O)Nc2ccc3[nH]ncc3c2)c1OC,-6%[9.22 µM],12%,-13,-4,12%,-2,5%,-15%,?
COc1ccc(C(CNC(=O)COc2ccccc2OC)N(C)C)cc1OC (stereo not given),0%,0%,19,-2,4%,-3,0%,-2%,1%
O=C(COc1cc(Cl)c(Cl)cc1Cl)Nc1cccc(O)c1,-5%,-1%,-17,16,4%,2,11%,3%,-1%
CC(NS(=O)(=O)c1ccc(Br)cc1)C(=O)NCc1ccc2c(c1)OCO2 (stereo not given),-3%,13%,19,-19,5%,2,5%,-1%,-25%
COCCCN1C(=O)C(=O)/C(=C(/O)c2ccc(OC(C)C)cc2)C1c1cccnc1 (stereo not given),-4%,15%,0,-12,4%,3,-11%,1%,26%
Cn1nc(-c2ccccc2)c(C(=O)Nc2ccc(C(F)(F)F)cc2)c1Cl,-5%,0%,2,-4,-1%,16,-3%,1%,14%
Cc1nn(-c2ccccc2)c(N2CCCC2)c1/C=N/NC(=S)Nc1ccc(F)cc1,5.8µM*,0%,-12,-4,-3%,1,12%,?,6%
O=C(CN1CCC(C(=O)c2ccc(F)cc2)CC1)NCc1ccccc1F,17%,-9%,-12,-79*,-23%,-25,7%,?,9.2µM*
NC(=O)C1CCN(c2oc(/C=C/c3ccc(F)cc3)nc2S(=O)(=O)c2ccccc2)CC1,?,6%,-26,-12,10%,1,-4%,4%,8%
O=C(Cc1ccccc1)Nc1nc2ccccc2s1,-8%,-22%,-10,9,-10%,-3,21%,6%,-3%
# (list continues)
SMILES,SW480 rerep,HT1080 IDH1KD tx,IL1B secr inh,DRD3 antagonist,HT1080NT lethal,D3 ag,GLP1R ag,KB-3-1 tox,KB-V1 cytotox
CC(C)N(Cc1ccccc1)C(=S)NC1CCCCC1,2%,-6%,-1,-1,6%,2,4%,-19%,?
Cc1cccc(NC(=O)[C@H](Cc2ccccc2)NC(=O)[C@@H]2Cc3ccccc3CN2)c1,-3%,9%,33,-3,23%,-5,-1%,-1%,20%
CCOC(=O)c1c(-c2ccccc2)csc1NC(=O)c1cc2ccccc2oc1=O,-4%,4%,-3,-6,12%,21,-2%,24%,?
COc1ccc(C)cc1NC(=O)CSc1nnc(CC(=O)Nc2ccccc2C)n1C,2%,-1%,43,8,4%[9.24 µM],6,-5%,11%,2%
O=C(Cn1ncc2c3ccccc3n(Cc3ccccc3F)c2c1=O)NC1CC1,-5%,?,-16,-19,24%,3,1%,11%,-6%
O=C(COC(=O)Cc1ccccc1F)Nc1ccc(Cl)cn1,1%,?,14,-8,22%,0,-1%,7%,0%
CCOC(=O)/C(=N/Nc1ccc(OC)cc1)N1CCCc2ccccc21,0%[9.22 µM],-14%,-53*,6,-15%,3,-7%,-20%,-26%
Cc1ccc(-c2cc([C@H]3[C@@H]4C=CCC[C@@]4(C)C(=O)N3Cc3ccccc3)ccc2F)cc1,?,?,11,-7,-17%,-25,2%,?,0%
Cc1c([N+](=O)[O-])oc2c1C(=O)NCCC2,.,10%,-5,1,0%,-6,-4%,12%,21%
